Screening data (PubChem BioAssay)
697 NFkB inh: inhibitors of the PMA/ionomycin-induced NF-kB reporter in 697 B cells. inhibition, % at 4 µM. actives 0.33% (n = 330,000). 697 B-cell NF-kB luciferase reporter, 16 h; in the data active = inhibition above about 35%
EBI2 antag: EBI2 (human) antagonism; inhibition, % at 5 µM; P32249; actives 0.81% (n = 360,000); EBI2 beta-arrestin recruitment, luminescence, 7a,25-OHC stimulated; in the data active = inhibition above about 38%;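 note: enzyme fragment complementation signal reports receptor beta-arrestin coupling in cells; 0% = agonist plus DMSO wells and 100% = wells without agonist; some results beyond the cut were filed as inactive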
Target sequence (P32249 whole entry, looked up, the tested form may be a part): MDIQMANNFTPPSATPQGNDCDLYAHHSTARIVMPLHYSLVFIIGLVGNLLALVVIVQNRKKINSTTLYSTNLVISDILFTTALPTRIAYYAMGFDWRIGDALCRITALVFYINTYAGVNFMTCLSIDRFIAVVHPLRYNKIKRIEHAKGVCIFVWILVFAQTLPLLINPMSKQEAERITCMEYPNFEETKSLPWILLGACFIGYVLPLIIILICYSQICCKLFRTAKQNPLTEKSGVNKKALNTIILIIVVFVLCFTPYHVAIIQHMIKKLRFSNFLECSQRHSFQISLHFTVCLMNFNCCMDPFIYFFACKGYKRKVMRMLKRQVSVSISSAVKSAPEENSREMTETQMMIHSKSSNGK
Gli-Sufu antag: antagonists of Gli-Sufu signaling | Sufu-KO-LIGHT fibroblasts, Gli luciferase reporter luminescence | actives 0.74% (n = 340,000) | AID 588413 | inhibition, % at 5 µM;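 active = inhibition above about 55%, limit read from the data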;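 note: 0% = DMSO-treated cells and 100% = wells with medium but no cells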
UBC13 inh: blocks human UBC13 polyubiquitin chain formation; actives 0.47% (n = 330,000); AID 485273; P61088; inhibition, % at 20 µM; TR-FRET; in the data active = inhibition above about 45%, passing the limit was not always enough; inconclusive = no clear call, values can overlap the other calls
Target sequence (P61088 whole entry, looked up): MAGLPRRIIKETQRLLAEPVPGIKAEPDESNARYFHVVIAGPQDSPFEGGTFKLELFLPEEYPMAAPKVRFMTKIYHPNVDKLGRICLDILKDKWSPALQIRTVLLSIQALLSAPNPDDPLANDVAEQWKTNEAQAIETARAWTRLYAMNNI
APJ antag: APJ receptor antagonism | P35414 | CHO-K1 APJ beta-arrestin complementation, luminescence | inhibition, % at 20 µM | actives 0.32% (n = 330,000) | AID 2521;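 active = inhibition above about 40% at 20 µM, limit read from the data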;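 note: cells challenged with 10 nM apelin-13 agonist together with compound; plate controls were apelin-13 plus DMSO wells for no effect and DMSO wells lacking apelin-13 for full effect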
CCR6 antagonist: CCR6 (human) receptor antagonism | CHO-K1 CCR6 PathHunter beta-arrestin, luminescence, CCL20-stimulated | inhibition, % at 20 µM | actives 0.49% (n = 340,000);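 active = compounds whose inhibition of the agonist-driven luminescence signal at 20 µM reaches about 50%, limit read from the data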;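 note: cells stimulated with CCL20 at 14 nM final; plate controls were DMSO with CCL20 for no effect and DMSO without agonist for full effect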
Target sequence (P51684 whole entry, looked up): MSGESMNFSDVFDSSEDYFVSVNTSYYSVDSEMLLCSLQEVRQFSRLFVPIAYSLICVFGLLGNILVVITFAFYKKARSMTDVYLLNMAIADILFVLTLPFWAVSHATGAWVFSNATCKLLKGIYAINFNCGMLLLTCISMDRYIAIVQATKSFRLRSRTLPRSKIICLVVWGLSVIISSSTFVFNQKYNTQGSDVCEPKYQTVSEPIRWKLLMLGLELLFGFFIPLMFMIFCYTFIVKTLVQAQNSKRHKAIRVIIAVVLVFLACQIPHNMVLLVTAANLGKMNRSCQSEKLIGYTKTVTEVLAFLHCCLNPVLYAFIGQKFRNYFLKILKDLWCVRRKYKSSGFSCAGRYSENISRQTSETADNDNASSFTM
Jurkat NFkB inh: lowers PMA/ionomycin-induced NF-kB signal in Jurkat cells | actives 0.53% (n = 330,000) | PMA/ionomycin-induced NF-kB luciferase reporter, luminescence | AID 435003 | inhibition, % at 4 µM; in the data active = inhibition above about 50%
CXCR6 inh: blocks human CXCR6 beta-arrestin recruitment | O00574 | CHO-K1 PathHunter CXCR6 beta-arrestin, luminescence | inhibition, % at 20 µM | actives 0.36% (n = 360,000) | AID 602244; in the data active = inhibition above about 34%, passing the limit was not always enough;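 note: antagonist mode with CXCL16 agonist at 10 nM final; 0% = 10 nM CXCL16 with DMSO and 100% = unstimulated wells without agonist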
* marks the source's active call; other numbers are inactive results; ? = inconclusive; . = no result given.

SMILES	697 NFkB inh	EBI2 antag	Gli-Sufu antag	UBC13 inh	APJ antag	CCR6 antagonist	Jurkat NFkB inh	CXCR6 inh
CCN(CC(=O)Nc1c(F)cccc1F)C(=O)c1ccc(OCc2c(C)noc2C)cc1	-7	4	-1	-10	-12	-4	-10	-3
COC(=O)c1scc(C)c1NC(=O)c1ccc(Cl)cc1	2	-9	11	2	-4	0	-12	1
CCCCN(CCCC)S(=O)(=O)c1ccc(C(=O)Nc2nnc(COC)o2)cc1	-75	-5	-11	0	13	6	-11	7
O=C(CN1C(=O)CCOc2ccccc21)Nc1cccc(S(=O)(=O)N2CCOCC2)c1	15	-11	0	-2	18	-6	9	-2
CCn1c(C)c(C)c2cc(C(=O)NCCCN3CCOCC3)ccc21	21	-2	17	6	5	8	-18	-16
CCCCCC(=O)Nc1cccc(C2=NOC3(C2)C[C@@H](C(N)=O)N(C(=O)c2ccc(Cl)cc2)C3)c1 (some centres undefined)	12	-1	25	-6	-69	7	11	-2
O=C(NCCCn1ccnc1)c1ccc(Cl)c(S(=O)(=O)N2CCOCC2)c1	-7	-3	-5	0	18	6	-9	-9
O=C(Nc1ccc2oc(=O)c(C(=O)O)cc2c1)Oc1ccccc1	.	1	-4	.	.	-10	.	2
CCc1cc2c(nc1CC)CCN(CC/C(C)=N/OC[C@H]1O[C@H](c3ccccc3)C=C[C@@H]1Oc1ccc(OC)cc1)C2	14	.	.	7	-1	.	4	.
CC(=O)NC1(c2ccccc2)CCN(C(=O)N2CCOCC2)CC1	6	-3	3	-4	7	-33	0	-2
COc1cccc(/C=C/C(=O)NNC(=O)c2ccncc2)c1	22	-13	-9	-10	-2	14	-9	5
CNC[C@@H](CC1CCCCC1)NC[C@H](CC(C)C)NCCc1cccc(C(F)(F)F)c1	12	-12	-3	92*	15	41	86*	42*
Cc1cc(C(=O)N/N=C/c2ccc3c(c2)OCO3)c(C)o1	-16	5	-48	-14	-29	6	-31	-5
O=C(c1cccc2ccccc12)N1CCN(c2ccc([N+](=O)[O-])c(NCc3ccco3)c2)CC1	10	15	26	-8	9	8	16	8
CCC1=C(OC(=O)N(CC)CC)N2C(=O)OC(=NCCc3c[nH]c4ccccc34)[C@]2(Cc2ccccc2)[C@H]2C1=CC[C@H]1C(=O)NC(=O)[C@H]12	-13	-9	8	3	-3	-2	13	16
CCOC(=O)c1ccc(P(=O)(c2ccccc2)c2ccccc2)cc1	5	-6	-5	-9	15	6	-1	2
CCC(C(=O)N1CCOCC1)n1nc(C)c2c(C)n(-c3ccccc3)nc2c1=O (centres undefined)	-4	-1	2	-1	20	11	6	2
O=C(O)c1cnc(-c2ccccc2)nc1Sc1ccc(Cl)cc1	-12	1	11	-21	3	-10	-32	-14
O=C(c1ccc(=O)n(Cc2ccc(Cl)c(Cl)c2)c1)N1CCOCC1	11	0	1	5	-6	-2	-10	-8
Cc1ccc(S(=O)(=O)c2cc3ccccc3oc2=Nc2ccc3c(c2)OCO3)cc1	-8	29	21	-25	12	15	4	12
CNC(=O)C12CCC(C)(c3nc4cc(C)c(C)cc4nc31)C2(C)C (centres undefined)	10	6	2	-6	-2	-7	-8	5
COc1ccc(OC)c(-n2c(=S)[nH]c3cc(C(=O)NCCCN4CCCC4=O)ccc3c2=O)c1	-5	.	.	2	15	.	-1	.
O=C(N/N=C/C=C/c1ccccc1[N+](=O)[O-])c1cc(-c2cccnc2)nc2ccccc12	18	20	5	-21	11	15	-10	3
Cc1ccccc1S(=O)(=O)N1[C@@H](c2ccc(Cl)cc2)C(C(=O)O)=CC[C@H]1c1ccc(Cl)cc1	7	2	0	-20	-13	1	15	-1

A section taken from the entries so far:
SMILES	697 NFkB inh	EBI2 antag	Gli-Sufu antag	UBC13 inh	APJ antag	CCR6 antagonist	Jurkat NFkB inh	CXCR6 inh
O=C(c1ccc(=O)n(Cc2ccc(Cl)c(Cl)c2)c1)N1CCOCC1	11	0	1	5	-6	-2	-10	-8
Cc1ccc(S(=O)(=O)c2cc3ccccc3oc2=Nc2ccc3c(c2)OCO3)cc1	-8	29	21	-25	12	15	4	12
CNC(=O)C12CCC(C)(c3nc4cc(C)c(C)cc4nc31)C2(C)C (centres undefined)	10	6	2	-6	-2	-7	-8	5
COc1ccc(OC)c(-n2c(=S)[nH]c3cc(C(=O)NCCCN4CCCC4=O)ccc3c2=O)c1	-5	.	.	2	15	.	-1	.
O=C(N/N=C/C=C/c1ccccc1[N+](=O)[O-])c1cc(-c2cccnc2)nc2ccccc12	18	20	5	-21	11	15	-10	3

(listing goes on)
SMILES	697 NFkB inh	EBI2 antag	Gli-Sufu antag	UBC13 inh	APJ antag	CCR6 antagonist	Jurkat NFkB inh	CXCR6 inh
COc1ccc(CCN(C)Cc2cccc3ccccc23)cc1OC	-4	-3	16	10	19	5	9	4
CCOc1ccccc1/C=C(\C#N)C1=CCCC1	-2	6	-1	-3	0	6	13	8
Nc1c(-c2cccs2)cnc2c(-c3ccc(F)cc3)cnn12	-319	22	-185	17	-4	-10	-147	8
COc1ccc(/C=C/C(=O)NCc2ccccn2)cc1	-10	4	-14	-11	-4	10	-11	9
O=C(CN1CCCC1)Nc1ccccc1C(=O)c1ccccc1	2	5	5	17	-3	12	-4	2
O=C(Nc1nonc1NC(=O)C1CCCCC1)C1CCCCC1	-6	-8	-9	5	4	11	16	24
COc1ccc(C(=O)N/N=C(\C)CC(=O)Nc2ccc3c(c2)OCCO3)c(OC)c1	13	0	28	-2	-16	5	-12	1
CCOc1ccccc1N(C(=O)c1snc(C(N)=O)c1N)C(C(=O)NC1CCCC1)c1ccco1 (centres undefined)	11	7	3	6	13	9	4	7
CCOC(=O)c1ccc(NC(=O)Cn2cnc3cc(C)c(C)cc32)cc1	6	3	65*	-5	14	10	66*	-8
Cc1cc(C)n(-c2ccc(C(=O)N3CCC(CO)(Cc4ccccc4)CC3)cc2)n1	-27	19	16	14	-2	-6	16	3
CN(CCC#N)C(=S)Nc1ccc(S(=O)(=O)N2CCOCC2)cc1	-4	-8	-1	-2	-42	1	4	-5
CCCNC(=O)NC(=O)COC(=O)c1ccc(OC)c(S(=O)(=O)N2CCCc3ccccc32)c1	-10	0	1	3	-13	13	8	-4
c1ccc2nc(-c3nc4ccccc4[nH]3)ccc2c1	-274	7	7	17	16	11	-116	5
CCCn1nc(C(=O)Nc2cc(S(=O)(=O)Nc3ccc(OC)cc3)ccc2O)c2ccccc2c1=O	3	8	11	-23	12	9	-1	10
CCN(CC)CCOC(=O)c1ccc(N/C=C(/C#N)c2nc(-c3cccc(OC)c3)cs2)cc1	-24	1	-4	99*	-27	-4	-2	7
c1ccc(CNc2ncnc3sccc23)cc1	-32	-6	35	1	-14	7	14	-3
COc1ccccc1NS(=O)(=O)c1ccc(OC)c(OC)c1	9	7	-4	-1	14	-9	3	-2
CCOc1ccccc1NC(=O)NCCCCc1ccccc1	8	-4	-1	2	13	7	9	-2
O=C(Cc1c[nH]c2ccccc12)NCc1cccs1	7	4	-4	-4	14	12	-5	9
O=C1c2ccccc2C(=O)N1CCSc1n[nH]c(=S)s1	1	-4	7	-7	11	13	-17	15
Cc1ccc(S(=O)(=O)NCC(=O)N(CC(=O)NCC2CCCO2)c2cccc(F)c2)cc1 (centres undefined)	7	2	-10	3	16	-4	8	-8
O=C(OC(c1ccccc1)c1nccc2ccccc12)c1cccc([N+](=O)[O-])c1 (centres undefined)	-38	15	-28	6	17	26	-28	0
CCOc1ccc(S(=O)(=O)NCc2cccnc2)c2ccccc12	-8	-11	-27	-7	7	5	-25	-7
CCc1nnc(NC(=O)CSc2nnc(CSc3nc(C)cc(C)n3)n2C)s1	-7	1	0	2	4	-10	-2	-4
C/C(=N\NC(=O)c1nnn(-c2nonc2N)c1CSc1ccc(Cl)cc1)c1cccnc1	-19	-6	44	-3	-1	9	-8	-14
COc1ccccc1NC(=O)COc1ccc(C(=O)OCC(=O)N(C(C)C)C(C)C)cc1OC	27	4	6	10	14	4	2	-6
Cc1ccc(C2C(C(=O)c3sc(C)nc3C)=C(O)C(=O)N2CCN(C)C)o1 (centres undefined)	5	2	3	-5	23	-2	1	5
COCCCNC(=O)C[C@H]1C[C@H](C(=O)N2CCOCC2)[C@@]2(C)c3[nH]c4ccc(Cl)cc4c3CCN2C1=O	-3	-2	-2	.	.	10	.	-2
O=C(OCc1c(-c2ccccc2)ncc2ccccc12)c1ccccc1C(F)(F)F	-16	-4	23	-3	2	19	-12	6
CC(NC(=O)CCCCCN1C(=O)c2ccccc2C1=O)c1ccc2c(c1)CCCC2 (centres undefined)	8	8	-3	21	0	12	-5	6
CCOC(=O)c1ccc(Nc2ncccc2[N+](=O)[O-])cc1	-102	7	-109	-5	-32	-11	-105	-5
CN(C)c1ncnc(N(C)C)c1[N+](=O)[O-]	7	-9	4	-7	5	1	7	-1
Cc1ccccc1SCC(=O)OCC(=O)Nc1ccc(N(C)C)cc1	14	4	-3	4	-12	3	-15	1
Cn1cccc1CC(=O)N/N=C/C(Cl)=C/c1ccccc1	-8	16	-7	-6	-5	11	2	-1
NS(=O)(=O)c1ccc(Nc2nc(-c3ccc(O)cc3O)cs2)cc1	-17	-4	-25	28	5	6	-32	-8
CCOc1ccccc1NC(=O)N1CCCC(c2nc(-c3ccc(C)o3)no2)C1 (centres undefined)	-18	-16	3	8	7	-16	-9	6
CC(=O)Nc1ccc(/C(C)=N/Nc2nc(Nc3cccc4ccccc34)nc(N3CCOCC3)n2)cc1	29	13	40	-17	-7	5	-7	-2
CCOC(=O)Nc1ccc(S(=O)(=O)N2CCOCC2)cc1	11	-9	0	-11	21	-23	-10	-5
COc1ccc(-c2nn(C)c(=O)c3ccccc23)cc1NC(=O)Cn1nc(C)c2ccccc2c1=O	-11	12	42	?	37	66*	-8	37*
CN1CCN(S(=O)(=O)c2ccc(NC(=S)NC(=O)C3CCC3)cc2)CC1	15	-6	-4	-9	-14	21	0	11
O=C(C1CC(=O)N(c2ccc(Cl)cc2)C1)N1CCN(Cc2ccc3c(c2)OCO3)CC1 (centres undefined)	-1	9	-4	5	11	17	9	2
CCOc1cc(C(F)(F)F)cnc1/C(N)=N/O	-2	-3	7	-10	5	-13	-8	-1
CCc1cccc(NC(=O)c2ccc(Br)o2)c1	16	0	-2	8	15	11	-30	5
COc1ccc2c(c1)N(C(=O)CN1C(=O)C3CCCCC3C1=O)C(C)(C)C=C2C (centres undefined)	3	-4	-1	-1	3	10	-3	-2
COC(=O)Cc1nnc(Nc2cccc(C)c2)c2ccccc12	-3	-4	0	-2	-13	-3	-9	-2
CC1CCCCN1CC(=O)NC(=O)NCc1ccccc1 (centres undefined)	19	-10	1	5	0	-6	5	-11
O=C(CNc1cccc(C(F)(F)F)c1)N/N=C/c1ccccc1C(=O)O	9	-25	-2	-9	-11	8	5	-8
CN(C)c1ccc(S(=O)(=O)N2CCCCC2)cc1NC(=O)C1=COCCO1	-5	-23	8	1	-14	8	9	7
O=[N+]([O-])c1cccc(/C=N/Nc2nccnc2Cl)c1	-57	-9	-27	-23	5	-16	-63	4
COc1ccccc1-c1nnc2n1N=C(c1ccc(O)c(O)c1)CS2	16	3	50	14	-8	19	81*	9
CCC(=O)Nc1cc(=O)[nH]c2ncnn12	-19	-1	0	9	-9	-11	-6	1
CC(C)c1ccc(NS(=O)(=O)c2ccc3c(c2)oc(=O)n3C)cc1	-16	-9	8	-2	4	11	-14	-4
COc1ccc(C(=O)C(C)C(C)=O)c(OCc2ccccc2)c1OC (centres undefined)	.	-1	1	.	.	12	.	2
Cc1ccc(OCC(=O)N2CC(C)CC(C)C2)c([N+](=O)[O-])n1 (centres undefined)	12	3	1	-2	14	-6	9	-4
OCC1(Cc2ccccc2)CCCN(Cc2cnn(-c3ccccc3)c2)C1 (centres undefined)	-35	-7	23	-3	-2	-6	-19	-5
COc1ccc(C(=O)CSc2cc(C)[nH]c(=O)n2)cc1	-97	-10	-23	-9	17	12	-77	-5
COc1ccc(CN(C)C(=O)CNC(=O)c2cccs2)c(OC)c1	15	-11	-5	-4	8	7	-5	-1
